# From PubChem BioAssay
# S100A4 MyoIIA: inhibitors of S100A4-myosin IIA peptide binding, primary screen, biochemical, fluorescence polarization, TAMRA-MyoIIA peptide. Protein S100-A4 (Homo sapiens), P26447. inhibition, % at 10.7 µM. 0.14% of 360,000 active;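 active = mean inhibition of at least 70% across replicates, with every replicate also reaching that level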
# Target sequence (P26447 whole entry, looked up): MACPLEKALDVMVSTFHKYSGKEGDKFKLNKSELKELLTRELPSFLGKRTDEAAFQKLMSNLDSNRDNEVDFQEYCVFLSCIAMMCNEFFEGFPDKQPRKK
#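 Material: S100A4 monomer protein | Medium: HEPES pH 7.2 with CaCl2, KCl, NaCl, DTT, Triton | Reagent: Labelled myosin peptide probe, 5 nM | Doses: One dose per compound | Times: 5 min incubation before reading | Benchmarks: Neutral control DMSO, positive control TFP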
# EWS-Fli inh: EWS/Fli-driven NR0B1 reporter inhibitors, primary screen, A673 cells, NR0B1 luciferase, luminescence, MLPCN library. viability-normalised. 0.67% of 350,000 active. AID 651661, 2012. inhibition, % at 12.6 µM;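 active = mean inhibition of at least 50% after viability correction, with every replicate also passing that limit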;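 note: firefly luciferase signal divided by Alamar Blue viability fluorescence both relative to DMSO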
# RAD52 anneal inh: RAD52 DNA annealing inhibitors, primary screen, biochemical, FRET, single point, set 2; inhibition, % at 18.7 µM; AID 651710, 2012; DNA repair protein RAD52 homolog (Homo sapiens), P43351; recombinant RAD52 DNA annealing, FRET fluorescence; 0.46% of 360,000 active;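 active = every replicate showing at least 50% inhibition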
# FN deposition inh: inhibitors of fibronectin matrix deposition, primary screen, AH1F cells, Alexa488-fibronectin fluorescence, plate reader; AH1F fibroblasts, overnight; inhibition, % at 12.6 µM; 0.086% of 350,000 active; AID 743247, 2014;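 active = mean inhibition across replicates of 30% or more, regardless of how many single replicates reach that level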;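 note: positive control wells lacked labelled fibronectin entirely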
#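 Material: AH1F fibroblasts assembling fluorescent fibronectin matrix; amount: 10000 AH1F cells/well; medium: DMEM, 2% serum; reagent: Alexa488-fibronectin, 24 nM final in well; dosing: single compound dose, delivered by pin transfer; incubation: 1 h adhesion, overnight exposure; detection: fluorescence after three HBSS washes, excitation 485 nm, emission 525 nm; measure: fibronectin deposition inhibition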
# esBAF inh: Bmi1 luciferase reporter increase in mESCs, primary screen, esBAF inhibitor project, mouse ES cells, Bmi1 luciferase knock-in, single point. 24 h; 100% = twice the neutral-well signal. reporter increase, % at 12.5 µM. 2% of 350,000 active. AID 602393, 2012; in the data active = activation above about 40%;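 note: 0% = median of the plate's neutral control wells and 100% = double that signal; a rise in the Bmi1 reporter signal indicates esBAF inhibition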
# XiGFP reactiv: activators of inactive X chromosome reactivation, primary screen, imaging, XiGFP fibroblasts, GFP high-content imaging, set 2 | XiGFP mouse fibroblasts, % GFP-positive cells imaging, 3 d; cells co-treated with 5-aza-dC sensitizer; scaled so ellipticine positive control = 100% | activation, % at 7.58 µM | 0.055% of 360,000 active | AID 743238, 2013;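 active = mean normalized replicate activation at least 10% and every replicate at or above 10%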;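 note: 0% = median of on-plate neutral control wells and 100% = ellipticine 6 µM median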
#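 assay system = SV40-immortalized XiGFP fibroblast cells, line 68-5-11 | buffer or medium = DMEM plus 5-aza-dC sensitizer | doses = single-point pinned compound dosing | times = 3-day compound exposure, then 15 min fixation at room temperature | benchmarks = positive control ellipticine, 6 µM final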
# RAD54 inh: inhibitors of human RAD54 branch migration, primary screen, biochemical, fluorescence, single point | inhibition, % at 10.4 µM | 0.14% of 360,000 active | DNA repair and recombination protein RAD54-like (Homo sapiens), Q92698 | RAD54 Holliday junction branch migration, FAM/BHQ fluorescence;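 active = mean normalized replicate activity at least 40 and at least half of replicates scoring 40 or more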;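 note: 0% = median of neutral control wells and 100% = median of positive control wells; inhibitors cause a drop in the FAM fluorescence signal; in these data hits start at about 50%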
# Target sequence (Q92698 whole entry, looked up): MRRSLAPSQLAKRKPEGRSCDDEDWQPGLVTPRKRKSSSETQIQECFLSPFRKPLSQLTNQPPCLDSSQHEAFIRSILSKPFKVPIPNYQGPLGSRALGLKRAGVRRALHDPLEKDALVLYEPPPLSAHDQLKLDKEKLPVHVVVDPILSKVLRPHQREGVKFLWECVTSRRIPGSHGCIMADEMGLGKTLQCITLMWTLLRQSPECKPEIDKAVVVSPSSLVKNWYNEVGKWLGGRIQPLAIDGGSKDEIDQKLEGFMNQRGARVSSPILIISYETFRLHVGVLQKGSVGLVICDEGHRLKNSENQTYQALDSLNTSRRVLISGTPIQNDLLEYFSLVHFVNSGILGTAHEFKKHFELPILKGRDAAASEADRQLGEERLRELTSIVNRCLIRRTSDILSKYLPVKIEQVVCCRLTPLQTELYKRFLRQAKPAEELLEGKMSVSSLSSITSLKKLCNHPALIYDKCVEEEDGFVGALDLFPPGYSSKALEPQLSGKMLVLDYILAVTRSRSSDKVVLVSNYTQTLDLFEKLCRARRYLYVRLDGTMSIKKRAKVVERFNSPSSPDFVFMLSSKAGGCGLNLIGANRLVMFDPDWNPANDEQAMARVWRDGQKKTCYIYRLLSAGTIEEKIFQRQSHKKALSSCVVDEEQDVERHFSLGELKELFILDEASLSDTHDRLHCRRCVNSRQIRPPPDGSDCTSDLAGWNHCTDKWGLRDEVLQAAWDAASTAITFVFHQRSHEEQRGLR
# E-selectin induc: E-selectin induction in HUVECs, primary screen, imaging, HUVEC, immunofluorescence imaging, single point; AID 686992, 2013; normalized: neutral wells 0, TNF-alpha wells 100; activation, % at 7.58 µM; P16581; 0.37% of 260,000 active;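 active = mean E-selectin-positive cell signal at least 10% of the positive control, reached in at least 60% of replicates, without over 20% cell loss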;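 note: in these data hits start at about 27%; measured in HUVEC primary endothelial cells; signal is the percent of cells scored E-selectin positive by PE staining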
#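 System: HUVEC / Compound: single concentration / Signal: immunofluorescence imaging / Read-out: percent E-selectin-positive cells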
# Starred values were filed as active, the others as inactive; i = inactive; x = no result given. Compounds were not picked by outcome, and some 3% of all compounds hit somewhere here.
SMILES,S100A4 MyoIIA,EWS-Fli inh,RAD52 anneal inh,FN deposition inh,esBAF inh,XiGFP reactiv,RAD54 inh,E-selectin induc
O=C(CN1CCOCC1)N[C@H]1CC[C@H](CCn2cc(C3CC3)nn2)O[C@H]1CO,-33,2,1,6,-1,0.3,3,0.0
COc1ccc(CCNC(=O)/C=C/c2ccc3ccccc3n2)cc1OC,-10,19,-15,1,1,0.3,-2,-0.3
CN1C(=O)[C@@]2(O[C@H]3c4ccccc4C=CN3C3=C2C(=O)CCC3)c2ccccc21,-6,-3,-6,-1,x,0.3,x,-0.2
C[C@H]1CN([C@@H](C)CO)C(=O)c2cccc(NC(=O)C3CC3)c2O[C@H]1CN(C)C(=O)Nc1ccc(C(F)(F)F)cc1,-11,0,6,x,-2,0.0,-8,0.0
COC(=O)N(C)C[C@H]1OCc2ccccc2-c2c(n(C)c3ccccc23)C(=O)N([C@@H](C)CO)C[C@H]1C,32,-8,16,-6,-4,0.2,1,0.0
COc1ccc(C(=O)C(=O)N2CCN(C(=O)OCc3ccccc3)CC2)cc1,-2,-2,6,0,x,0.3,x,-0.2
CCc1ccc(-c2nc(CS(=O)CC(=O)NCc3ccccc3)c(C)o2)cc1 (configuration not stated),-11,46,-16,-5,-18,0.1,5,x
COc1ccc(CNC(=O)C2CCCN(Cc3nc(-c4cccc(C)c4)oc3C)C2)cc1 (configuration not stated),-7,14,0,0,-5,1.0,x,-0.1
COc1cccc(NC(=O)CSc2ccc3nnc(-c4ccccn4)n3n2)c1,-1,x,-7,8,-5,0.0,8,0.2
O=C(Nc1ccc(-c2nc3ccccc3o2)cc1)c1ccc(N2C(=O)C3C4C=CC(C4)C3C2=O)cc1 (configuration not stated),-5,x,-8,-16,9,x,-9,x
COc1ccc2c(c1)c(/C=N/Nc1ccc(C(=O)O)cc1)c(C)n2C,-4,-19,-48,3,30,x,-6,-0.2
CC(C)NC(=O)Nc1ccc2c(c1)C(=O)N(C)[C@H]1CC[C@@H](CC(=O)Nc3ccccc3)O[C@H]1CO2,15,-12,-8,-4,-1,0.2,-2,0.1
COc1ccc(/C=N/OC(=O)Nc2ccccc2)cc1[N+](=O)[O-],-28,-24,-4,-3,x,0.2,x,x
CC(C)CC(=O)N1CCN(C(=O)c2ccco2)CC1,0,1,-3,19,x,0.2,x,x
CCC(C)(C)NC(=O)CN(C(=O)CCC(=O)Nc1nccs1)c1cccc(C)c1,-2,13,-10,0,-6,0.0,-2,x
N#Cc1cn(CCOC(=O)c2cccc(C(F)(F)F)c2)c(=O)[nH]c1=O,-4,-3,-13,0,-5,0.1,7,x
COc1ccc(C=C2SC(=S)N(CCCC(=O)Nc3ccc(C(=O)O)c(O)c3)C2=O)cc1OC,3,-4,-191,-2,-17,0.0,-8,0.0
COc1cccc(/C=N/NC(=O)C(=O)NCc2cccnc2)c1OC,-3,2,-8,-7,-5,0.0,6,10.0
CCc1cc2ccc(C)cc2nc1SCC(=O)c1ccc(NC(C)=O)cc1,-1,20,-12,x,-6,x,1,x
CCOC(=O)c1c(NC(=O)CSC(=S)N2CCOCC2)sc(C)c1C,-2,12,-12,3,x,-0.2,3,-2.0
CCNC(=O)c1cc2c(c(-c3cccc(-c4cccc(C(=O)N(C)C)c4)c3)n1)[C@H](CCO)N(S(=O)C(C)(C)C)C2 (some centres not stated),-12,-1,-26,2,-6,-0.2,-13,-0.1
COc1ccc(C(=O)C2CCCN(Cc3cccn3-c3cccnc3)C2)cc1OC (configuration not stated),-3,7,-31,6,x,0.0,x,x
Cc1nc2ccc(C(=O)Nc3ccc4nc[nH]c4c3)cc2[nH]1,0,3,-11,1,-8,0.0,2,x
COc1ccc(N2C(=O)CSC2c2ccccc2)cc1 (configuration not stated),-3,14,-5,3,0,0.0,-14,0.0
Cc1ccc(C(=O)Nn2cnnc2)cc1S(=O)(=O)N1CCOCC1,-8,-3,-14,3,-2,-0.2,9,x

# The list goes on (two carried over from the part before).
SMILES,S100A4 MyoIIA,EWS-Fli inh,RAD52 anneal inh,FN deposition inh,esBAF inh,XiGFP reactiv,RAD54 inh,E-selectin induc
COc1ccc(N2C(=O)CSC2c2ccccc2)cc1 (configuration not stated),-3,14,-5,3,0,0.0,-14,0.0
Cc1ccc(C(=O)Nn2cnnc2)cc1S(=O)(=O)N1CCOCC1,-8,-3,-14,3,-2,-0.2,9,x
O=C(N/C(=C\c1ccc([N+](=O)[O-])cc1)C(=O)N1CCOCC1)c1ccccc1,-5,2,-1,21,x,0.0,x,x
CCN(C(=O)CSc1nnc(Nc2ccccc2C)s1)C1CCS(=O)(=O)C1 (configuration not stated),1,8,-8,-2,-1,0.4,-2,-0.2
C#CCN1CC(COc2ccccc2)Oc2cccc(Oc3ccc(C(C)C)cc3)c2S1(=O)=O (configuration not stated),-12,-1,-11,-7,x,0.0,x,0.1
O=C(N[C@@H]1CC[C@H](CC(=O)N2CCC(Cc3ccccc3)CC2)O[C@@H]1CO)c1cnccn1,-29,-3,3,14,-1,0.5,4,-0.2
C/C=C/c1ccc2c(c1)O[C@@H](CN(C)C(=O)c1ccccn1)[C@@H](C)CN([C@@H](C)CO)S2(=O)=O,-1,-2,16,x,-4,0.2,-5,-0.2
CNC(=O)/C(C#N)=C/c1cc(C)n(-c2ccc(N3CCOCC3)cc2)c1C,5,-12,-37,-2,14,0.0,x,3.0
O=C(Nc1cccc(Cl)c1)Nc1ccccc1NS(=O)(=O)c1cccs1,6,7,-61,-2,x,-0.1,x,-0.1
Cc1ccc(NC(=O)CCC(=O)NN=Cc2ccc(C)o2)c(C)c1,-4,4,-15,-1,-3,-0.2,5,x
C=CCn1c(=NC(=O)c2cccs2)sc2cccc(OC)c21,-2,-8,-6,30,2,0.0,x,-0.2
CC(C)NC(=O)N[C@@H]1CC[C@H](CC(=O)NCCN2CCCC2)O[C@@H]1CO,8,0,-18,11,-2,0.1,1,0.2
O=C(NCc1ccc(F)cc1)c1cccc2c1C(=O)c1ccc(N3CCC(Cc4ccccc4)CC3)cc1S2(=O)=O,0,12,i,-8,4,0.0,-500,0.3
O=c1nc(N2CCCC2)nc(Nc2ccccc2)[nH]1,2,x,-3,2,x,x,1,x
O=C(NCC1CCN(Cc2cccc(Cl)c2)CC1)C1CCCN(c2ncnc3c2nc2n3CCCCC2)C1 (configuration not stated),-1,27,2,11,-8,0.0,4,x
COc1ccc(C)c(NC(=O)NCCc2cnc[nH]2)c1,-7,-4,-8,7,0,0.1,-10,x
C[C@H]1CN([C@@H](C)CO)C(=O)CCCn2nncc2CO[C@H]1CN(C)C(=O)Nc1cccc(C(F)(F)F)c1,-12,1,12,6,2,0.1,2,0.0
Cc1ccc(NC(=O)CCC(=O)NNC(=O)NC2CCCCC2)c(C)c1,6,0,-11,x,-7,0.0,-10,x
CCC(c1ccccc1)c1nnc(NC(=O)c2ccco2)s1 (configuration not stated),0,-23,-1,-1,x,0.2,-3,x
C[C@@H]1CCCCO[C@H](CN(C)C(=O)Cc2ccccc2)[C@@H](C)CN([C@@H](C)CO)C(=O)c2cc(NC(=O)CCC(F)(F)F)ccc2O1,x,8,x,4,2,0.1,-1,x
COc1ccc(CCNC(=O)COC(=O)/C=C/c2cc(OC)c(OC)c(OC)c2)cc1OC,-3,-6,-5,14,4,0.2,-7,x
Cc1ccccc1OCC(=O)NNC(=O)C1CCCCC1C(=O)O (configuration not stated),x,x,x,9,7,-0.1,0,x
COc1cccc(C#Cc2cnc3c(c2)C(=O)N([C@@H](C)CO)C[C@H](C)[C@H](CN(C)C(=O)C2CCCCC2)O3)c1,0,-10,-3,x,-9,0.0,-3,0.1
COc1ccc(CCNC(=O)c2cccc(S(=O)(=O)N3CCCC3)c2)cc1OC,-2,-1,-4,2,6,0.0,10,4.6
Cc1ccc(CSc2nnc([C@@H]3CCCN3C(=O)OC(C)(C)C)o2)cc1,5,2,-7,-9,-1,0.2,x,4.1
CN(Cc1cn(C)nc1-c1ccccc1F)C1CCOC1 (configuration not stated),-3,1,3,x,x,0.0,x,x
O=C1NC[C@H](Cc2ccccc2)N(CC2CCN(CCCCc3ccccc3)CC2)C1=O,-3,-2,-10,-1,0,-0.1,11,x
SMILES,S100A4 MyoIIA,EWS-Fli inh,RAD52 anneal inh,FN deposition inh,esBAF inh,XiGFP reactiv,RAD54 inh,E-selectin induc
CCCOc1ccc(C(=O)Nc2cc(S(=O)(=O)N3CCOCC3)ccc2N2CCOCC2)cc1,-2,9,-10,2,13,0.3,13,2.8
O=C(COC(=O)c1ccc([N+](=O)[O-])s1)Nc1cccc(S(=O)(=O)NC2=NCCCCC2)c1,-1,1,-11,-8,x,-0.1,x,-0.1
CC(C)NC(=O)N[C@H]1CC[C@@H](CCNS(=O)(=O)Cc2ccccc2)O[C@H]1CO,3,7,-28,2,2,0.3,-8,0.1
C[C@H](CO)N1C[C@H](C)[C@H](CN(C)C(=O)c2ccccc2)OCCCC[C@H](C)Oc2ccc(NC(=O)CCCCCC(=O)Nc3ccccc3N)cc2C1=O,1,8,-43,-2,2,0.2,6,x
O=[N+]([O-])c1ccc(NC(=S)NCCc2ccccc2)cc1,-3,-23,1,x,24,0.0,x,x
C=C[C@@H](C)[C@@H](OC(=O)Nc1ccc(OC)cc1)c1ccc(OCCO)cc1,-11,2,23,x,x,x,4,x
CCc1ccc2cc3c(cc2n1)C(=O)c1ccccc1-3,2,-122,-31,-9,61*,0.0,8,0.3
CCCN1CCN(C(=S)Nc2ccc3nc(N4CCN(CC)CC4)cc(C)c3c2)CC1,8,2,89*,8,x,0.9,62*,-2.6
COc1ccc(C(=O)NCc2ccccc2CN2CCCC2)cc1S(=O)(=O)N1CCOCC1,-3,-7,-7,5,1,0.2,-11,x

# An excerpt from above, showing only esBAF inh:
canonical_smiles	esBAF inh
N#Cc1cn(CCOC(=O)c2cccc(C(F)(F)F)c2)c(=O)[nH]c1=O	-5
COc1ccc(C=C2SC(=S)N(CCCC(=O)Nc3ccc(C(=O)O)c(O)c3)C2=O)cc1OC	-17
COc1cccc(/C=N/NC(=O)C(=O)NCc2cccnc2)c1OC	-5

# Of the compounds above, these have a COOH group.
SMILES,S100A4 MyoIIA,EWS-Fli inh,RAD52 anneal inh,FN deposition inh,esBAF inh,XiGFP reactiv,RAD54 inh,E-selectin induc
COc1ccc2c(c1)c(/C=N/Nc1ccc(C(=O)O)cc1)c(C)n2C,-4,-19,-48,3,30,x,-6,-0.2
COc1ccc(C=C2SC(=S)N(CCCC(=O)Nc3ccc(C(=O)O)c(O)c3)C2=O)cc1OC,3,-4,-191,-2,-17,0.0,-8,0.0
Cc1ccccc1OCC(=O)NNC(=O)C1CCCCC1C(=O)O (configuration not stated),x,x,x,9,7,-0.1,0,x
